Assay outcomes as filed in PubChem.
rTrxR1 inhibitor: rat TrxR1 inhibition; O89049; recombinant rTrxR1, NADPH fluorescence consumption, selenite substrate; Potency, µM (top dose mostly 114 µM), inactives show top-dose activity change, negative = inhibition, actives largely listed as inhibitors; hit rate 1% among 390,000; AID 588453; note: % is set by controls: 0 for no effect and ±100 for the full control effect; nearly all actives have a fitted effect of over 65% in size
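Rat TrxR1 (90 nM in the dispensed reagent) was pre-reduced with 400 uM NADPH for 5 min at room temperature, then incubated with compound for 15 min. After 400 uM selenite was added, NADPH fluorescence (Ex 340/Em 450 nm) was followed for 8 min.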
JMJD2A Tudor: blocks the human JMJD2A Tudor domain | O75164 | AlphaScreen JMJD2A-Tudor / H3K4me3 peptide binding | Potency, µM (top dose mostly 114 µM), for the others: top-dose activity change, negative = inhibition, most hits filed as inhibitors | hit rate 4.4% among 390,000 | AID 504339; note: % is set by controls: 0 for no effect and ±100 for the full control effect; nearly all actives have a fitted effect of over 50% in size
Tb PGK inh: blocks T. brucei phosphoglycerate kinase. hit rate 0.043% among 380,000. PGK/GAPDH coupled, Kinase-Glo luminescence, 60 min. Potency, µM (doses to about 57.5 µM), for the others: top-dose activity change, negative = inhibition, most hits filed as inhibitors. AID 602233. P07378; note: % is set by controls: 0 for no effect and ±100 for the full control effect; nearly all actives have a fitted effect of over 60% in size
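Luminescent ATP detection (Kinase-Glo Plus) follows a 60-minute room-temperature incubation, with wells lacking PGK as controls. Buffer: 100 mM TEA (pH 7.6), 5 mM MgCl2, 0.01% Tween-20. Coupling enzyme GAPDH (100 nM final) supplies unstable 1,3-BPG in-well.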
GLS inhibitor: blocks human kidney-isoform glutaminase activity | O94925 | GLS enzymatic activity, qHTS titration | Potency, µM (doses to about 45.5 µM), without a hit: at the top dose activity change, negative = inhibition, actives largely listed as inhibitors | hit rate 0.21% among 410,000 | AID 624170; note: % is set by controls: 0 for no effect and ±100 for the full control effect
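Coupled fluorescence readout: glutamate oxidase/HRP/Amplex Red detect glutamate formed by hKGA from L-glutamine (1 mM solution added). Buffer 45 mM KH2PO4 pH 8.2, 0.02% Tween-20; reads at t0 and 30 min RT.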
ALOX12 inh: inhibitors of human 12S-lipoxygenase ALOX12. purified 12hLO, xylenol orange hydroperoxide absorbance. Potency, µM (top dose mostly 108 µM), without a hit: at the highest dose activity change, negative = inhibition, most hits filed as inhibitors. hit rate 1.1% among 580,000; note: % is set by controls: 0 for no effect and ±100 for the full control effect
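Hydroperoxide product was detected by ferrous iron/xylenol orange as the 573 to 405 nm absorbance ratio. Arachidonic acid at 40 uM (final) was turned over for 30 min at room temperature by 150 nM human 12hLO, pH 7.0 Hepes buffer, after 15 min compound preincubation.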
HP1b chromo inh: inhibitors of HP1-beta chromodomain binding to methylated histone tails. hit rate 0.56% among 390,000. AlphaScreen HP1-beta / biotin-H3K9me3 peptide binding. AID 540317. P83916. Potency, µM (top dose mostly 114 µM), inactives show top-dose activity change, negative = inhibition, most hits filed as inhibitors; note: nearly all actives have a fitted effect of over 70% in size; inactives centre near 23
Target sequence (P83916 whole entry, looked up): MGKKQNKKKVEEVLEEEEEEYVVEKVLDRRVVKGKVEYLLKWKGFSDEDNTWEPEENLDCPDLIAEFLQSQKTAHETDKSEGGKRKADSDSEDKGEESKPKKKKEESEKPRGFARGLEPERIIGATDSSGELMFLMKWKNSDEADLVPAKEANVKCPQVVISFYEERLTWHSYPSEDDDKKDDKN
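AlphaScreen: HP1-beta (50 nM) preformed 30 min with biotin-H3(1-18)K9me3 peptide (50 nM) in PBS pH 7.4, 0.01% Tween-20. Compound added for 30 min at RT, then streptavidin donor/nickel chelate acceptor beads (10 ug/mL) for 30 min.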
ERG Ets-DNA blk: blocks human ERG Ets domain binding to DNA | P11308 | fluorescence polarization, His-ERG Ets domain / labelled DNA | Potency, µM (doses to about 76.9 µM), without a hit: top-dose FP activity, negative = inhibition, most hits filed as inhibitors | hit rate 0.028% among 370,000; active = well fitted inhibition curve with a large enough effect in the polarisation, with a control signal flat; inconclusive = small, poorly fitted or top-dose-only effect, or effect the other way, or a change in a side signal; inactive = no such curve, though single readings can be large or run the other way; the % refers to the polarisation;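 note: polarization taken with two DNA probes labelled with fluorescein and Texas red; % of control where 0% means no effect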
Target sequence (P11308 whole entry, looked up, the tested form may be a part): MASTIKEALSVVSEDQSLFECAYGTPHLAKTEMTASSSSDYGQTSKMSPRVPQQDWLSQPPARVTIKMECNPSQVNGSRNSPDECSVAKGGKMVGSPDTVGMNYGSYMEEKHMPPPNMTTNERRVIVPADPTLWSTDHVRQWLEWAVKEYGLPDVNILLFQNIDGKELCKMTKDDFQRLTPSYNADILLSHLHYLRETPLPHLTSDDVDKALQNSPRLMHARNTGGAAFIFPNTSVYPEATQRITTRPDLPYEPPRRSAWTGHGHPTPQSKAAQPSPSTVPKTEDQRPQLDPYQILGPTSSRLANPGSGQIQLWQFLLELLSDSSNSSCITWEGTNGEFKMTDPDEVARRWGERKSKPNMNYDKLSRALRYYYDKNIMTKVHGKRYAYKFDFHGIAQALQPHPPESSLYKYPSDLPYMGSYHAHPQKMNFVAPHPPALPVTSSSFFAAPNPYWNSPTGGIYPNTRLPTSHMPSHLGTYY
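His-tagged ERG Ets domain (1 uM in the protein solution; 300mM KCl, 50mM Tris-HCl, 1mM EDTA, 1mM DTT, pH 7.5) received compound, then a probe mix of 5 nM fluorescein-DNA and 100nM Texas-615-DNA. Fluorescence polarization was read for both dyes.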
RGS4 inhibitor: human RGS4 inhibition; P49798; hit rate 0.039% among 390,000; Potency, µM (titrated, usually from 114 µM), for the others: top-dose activity change, negative = inhibition, most hits filed as inhibitors; Transcreener GDP fluorescence polarization, RGS4-accelerated GTP hydrolysis; note: % is set by controls: 0 for no effect and ±100 for the full control effect; nearly all actives have a fitted effect of over 75% in size; some results filed as inactive show a strong effect at the top dose
Target sequence (P49798 whole entry, looked up): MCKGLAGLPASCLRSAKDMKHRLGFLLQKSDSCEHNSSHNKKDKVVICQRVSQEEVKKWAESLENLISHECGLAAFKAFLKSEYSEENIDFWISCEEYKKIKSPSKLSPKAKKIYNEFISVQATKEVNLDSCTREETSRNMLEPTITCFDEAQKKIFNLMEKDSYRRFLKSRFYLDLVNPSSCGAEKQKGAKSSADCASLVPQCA
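MLSMR compounds (23 nl, pin-transferred) preincubated 10 min at room temperature with a 500nM (2x) first reagent, then RGS4 at 900nM (2x) plus Transcreener GDP mix added; fluorescence polarization (620/688 nm) read before and after 90 min at 30 °C.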
Pin1 inh: blocks the human prolyl isomerase Pin1; Pin1 FP peptide displacement, HiFluor488, 10 min; Potency, µM (series often up to 115 µM), for the others: at the highest dose activity, negative = inhibition, usual class: inhibitors; hit rate 0.009% among 390,000; active = well fitted inhibition curve with a large enough effect in the polarisation, with a control signal flat, not every such curve was filed as active; inconclusive = small, poorly fitted or top-dose-only effect, or effect the other way, or a change in a side signal; inactive = no such curve, though single readings can be large or run the other way; the % refers to the polarisation; note: % is set by controls: 0 for no effect and ±100 for the full control effect
Target sequence (Q13526 whole entry, looked up): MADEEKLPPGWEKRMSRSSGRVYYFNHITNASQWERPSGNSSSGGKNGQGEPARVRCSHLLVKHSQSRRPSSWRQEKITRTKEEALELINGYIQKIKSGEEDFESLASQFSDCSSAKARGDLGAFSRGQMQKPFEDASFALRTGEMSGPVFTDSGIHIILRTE
* = called active by the depositor; i = inactive; u = inconclusive; x = no result given; [ ] = dose if it differs, or a comment. Unless noted, calls come from the whole dose curve; as a rule, active = well fitted curve in the direction sought with a large enough effect; inconclusive = small, poorly fitted or top-dose-only effect, or another doubt; inactive = no such curve, though single readings can be large; an effect the other way counts as inactive or inconclusive. Potency is the fitted concentration of half-maximal effect. Not all compounds are listed; the hit share may differ from the screen's.

SMILES	rTrxR1 inhibitor	JMJD2A Tudor	Tb PGK inh	GLS inhibitor	ALOX12 inh	HP1b chromo inh	ERG Ets-DNA blk	RGS4 inhibitor	Pin1 inh
COc1ccc(-c2c(C)nc3c(-c4ccc(F)cc4)cnn3c2N)cc1	41%[activator]	-2%	x	-3%	14%	40%[activator]	-8%	2%	0%
Cc1cccc(C(=O)OCC(=O)N(C)CC(=O)Nc2ccc(Cl)c(C(F)(F)F)c2)c1	18%	-23%	-2%	0%	i	37%[activator]	11%	-34%	-1%
CCOc1nc(NCc2ccco2)nc(Nc2ccc(OC)cc2)n1	-4%[57.1 µM]	-16%	-2%	-5%	12%	-7%	4%	-25%	1%
COc1ccc(/C=C/C2=NC(=C\N(C)C)/C(=O)O2)cc1	-18%	-24%	i	12%	158%[activator]	17%	-2%	-9%	8%
COC(=O)c1cc(=O)n(-c2ccc(C(F)(F)F)cc2)[nH]1	33%	-18%	4%	25%	0%	-14%	-13%	12%	-1%
COCC(CN1CCN(C2=NS(=O)(=O)c3ccccc32)CC1)OC(=O)c1ccc(OC)cc1 (centres undefined)	11%	-1%	3%	1%	-11%	20%	-11%	-9%	u
COCCN1Cc2c(sc(C)c2C)N(C(=O)c2ccccc2)C1	18%[57.1 µM]	11%[57.1 µM]	-6%	-1%	19%	46%[activator]	-2%	3%[11.4 µM]	3%
CCOc1ccc(N2CCc3c(C)nc(SC)nc32)cc1	13%[57.1 µM]	-5%	-9%	-1%	-4%	31%	-2%	33%	-1%
CCN(CC)S(=O)(=O)c1cccc(-c2n[nH]c(=S)n2C(C)COC)c1 (centres undefined)	-14%[57.1 µM]	3.5µM*	-6%	82%[activator]	-20%	11%	14%	-4%	0%
COc1ccc(/C=N/N=C/c2ccc(OC)cc2)cc1	-4%	-9%	-21%	-10%	33%[activator]	38%	-1%	-4%	2%
Cc1ccccc1CN1CCN(c2nc3ccccc3s2)CC1	13%	34%	-8%	-1%	19%	84%[activator]	2%	0%	13%
Cc1c(C(=O)N2CCN(c3ccccn3)CC2)cccc1[N+](=O)[O-]	14%[57.1 µM]	-1%	20%	6%	-7%	13%	-3%	5%	-6%
CCN(C(=O)COc1cc(=O)n(C)c2ccccc12)c1cccc(Cl)c1	-18%	12%	-3%	x	-20%	11%	0%	22%	-4%
CCOC(=O)C1=C(COC(=O)COc2cc(C)ccc2C)NC(=O)NC1C (centres undefined)	4%	-7%	6%	6%	0%	21%	2%	4%	-7%
CC(=O)Nc1ccc(S(=O)(=O)N(Cc2ccccc2)c2ccccn2)cc1	20%	-19%	-9%	2%	-3%	19%	-2%	0%	0%
COc1ccc(S(=O)(=O)N(C)C[C@@H]2Oc3ccc(NC(=O)Nc4c(C)noc4C)cc3C(=O)N([C@H](C)CO)C[C@@H]2C)cc1	-24%[57.1 µM]	-24%	-12%	-9%	u	38%[activator]	5%	4%	-1%
Cc1c(C(=O)Nc2ccccc2)sc2nc[nH]c(=O)c12	1%	-15%	-7%	2%	10%	15%	-7%	-22%	3%
O=C(O)CCNC(=O)c1ccc(NC(=O)C(c2ccccc2)c2ccccc2)cc1	15%	u	-7%	0%	-4%	12%	-10%	-7%	2%
COc1ccc(CCNC(=O)COc2ccc(N(C)S(=O)(=O)c3ccc(C)cc3)cc2)cc1	-9%	-7%	2%	0%	1%	37%	-2%	21%	3%
CCOC(=O)c1ccc(NC(=O)Nc2cccc(C)n2)cc1	14%	-18%	-4%	-10%	-1%	-1%	-2%	-4%	0%
CC(Sc1nc2ccccc2o1)C(=O)O (centres undefined)	15%[57.1 µM]	1%	-2%	4%	0%	37%	-4%	-18%	-3%
CC(=O)NCCNC(=O)CCCc1nnc2n(C)c(=O)c3sccc3n12	10%	-14%	10%	1%	-24%	12%	8%	-3%	2%
CC(C)(C)[C@H]1COC(=O)CCC/C=C/C[C@H](CC(=O)N(CCO)Cc2ccccc2)C(=O)N1	6%	-11%	4%	2%	6%	26%	-1%	23%	-2%
COC1CCCN(Cc2cn(C)nc2-c2ccc(Oc3ccccc3)cc2)C1 (centres undefined)	21%	-18%	1%	6%	-4%	25%	-7%	5%	3%
CCSc1nnc(-c2sc3nnc(-c4ccccc4)c(-c4ccccc4)c3c2N)o1	-11%	59%[activator]	i	-3%	238%[activator]	177%[activator]	-4%	-28%	u
O=C(Cc1ccc2c(c1)OCCO2)Nc1cccc(S(=O)(=O)N2CCOCC2)c1	19%	-14%	-9%	-5%	15%	26%	4%	-6%	1%
CCOc1ccc(OCCC(=O)OCC(=O)NC2CCCCC2)cc1	-1%	-15%	-4%	-15%	-7%	23%	12%	-16%	2%
COCC(C)n1c(SCC(=O)c2cc(C)n(C)c2C)nc2ccccc2c1=O (centres undefined)	7%[57.1 µM]	u	9%	-11%	-11%	-28%	-4%	-21%	2%
Cc1nnc(SCc2ccc(C(=O)Nc3cc(Cl)ccc3C)cc2)s1	11%	-5%	4%	1%	9%	32%	1%	-26%	-3%
C=CCON/C(CCC)=C1\C(=O)C(C(=O)OC)C(C)(C)CC1=NC (centres undefined)	9%[57.1 µM]	-5%[11.4 µM]	i	1%	1%	36%[activator]	-2%	0%	11%
CCOc1cc(C(=O)Nc2ccc(S(=O)(=O)Nc3cc(C)on3)cc2)cc(OCC)c1OCC	12%	-4%	0%	5%	0%	22%	x	6%	3%
COc1ccc(-n2c(C)c(C)c3c(NCCN(C)C)ncnc32)cc1	6%	u	7%	19%	0%	-3%	-8%	1%	-1%
CCCCN(CC)CCCNC(=O)c1nn(C)c2c1CS(=O)(=O)c1ccccc1-2	13%	-9%	-6%	-8%	0%	3%	3%	9%	-5%
CCCC(=O)Nc1ccc2c(c1)nc(CCNC(=O)c1ccco1)n2C	18%	-1%	-5%	1%	-3%	42%[activator]	9%	-4%	3%
C1CC(CN2CCOCC2)CN(Cc2nc(CC3CC3)no2)C1 (centres undefined)	-15%	-10%	-10%	1%	-2%	27%	-6%	-1%	-14%
Cc1nc(C2CCCCC2)c(-c2ccccc2)c(N2CCOC2=O)c1C	11%	-14%	-7%	8%	1%	24%	-2%	35%	u
Cc1ccccc1OCCSc1nc2ccc(NC(=O)c3cccs3)cc2s1	9%	-1%	-5%	2%	-19%	28%	1%	-21%	12%
CCOC(=O)C(C#N)C(Cc1ccccc1)c1ccco1 (centres undefined)	-28%	-2%[11.4 µM]	i	-17%	u	-12%	0%	-7%[11.4 µM]	1%
Cc1ccc(Sc2ccc(NC(=O)CCl)cc2)cc1C	u	26%	i	-4%	u	125%[activator]	5%	-17%	2%
N=c1sccn1CC(=O)N1N=C(c2ccc(Cl)cc2)CC1c1ccco1 (centres undefined)	15%[57.1 µM]	-21%	1%	7%	-20%	-21%	-1%	7%	8%
Cc1ccc(S(=O)(=O)N(CC(=O)Nc2cccnc2)c2ccc(Br)cc2)cc1	-1%	-20%	0%	-23%	22µM*	13%	10%	-44%	-3%
CCOC(=O)Cn1c(=O)oc2cc(S(=O)(=O)N3CCN(c4ccccn4)CC3)ccc21	-5%	-10%	4%	-11%	13%[57.4 µM]	34%	2%	16%	-4%
CCOC(=O)c1cc(S(=O)(=O)N2CCN(c3ccc(F)cc3)CC2)[nH]n1	30%[57.1 µM]	-21%	-1%	11%	-5%	7%[57 µM]	-1%	-19%	1%
COc1ccc(CCC(=O)N2CCN(c3ccc([N+](=O)[O-])cc3)CC2)cc1OC	1%	-24%	0%	-3%	-11%	44%[activator]	-3%	-4%[56.9 µM]	9%
O=C(NCCNC(=O)c1cc(OCC(F)(F)F)ccc1OCC(F)(F)F)Nc1ccc(OC(F)(F)F)cc1	0%	-9%	-6%	-24%	0%	30%	-9%	0%	u
CCOc1cc(CN2CCc3c([nH]c4ccccc34)C2)ccc1OC	7%	3.2µM*	5%	0%	u	u	-2%	8%	1%
COc1nc2ccccc2nc1N1CCN(Cc2ccc3c(c2)OCO3)CC1	16%	-1%	-2%	-8%	3%	46%[activator]	-1%	-8%	3%
C=C(C)CSc1nc2sc3c(c2c(=O)n1-c1ccccc1)CCN(C)C3	17%[2.29 µM]	-33%	-10%	-30%	u	8%	3%	0%	20%
Cc1nc(-n2nnc(CO)c2CO)nc2c1CCC2	7%[57.1 µM]	-1%	-7%	-1%	-3%	23%	9%	-2%	-9%
CN1CCN(C(=O)C2(NC(=O)Nc3ccccc3Cl)CCCCC2)CC1	-5%	-17%	-9%	-2%	6%	11%	-5%	15%	-1%
COC(=O)c1[nH]c2ccccc2c1NC(=O)CN1CCN(c2cccc(Cl)c2)CC1	0%[57.1 µM]	-29%	i	-6%	0%	17%	4%	-38%	4%

Entries above that have a nitro group on carbon (two):
SMILES	rTrxR1 inhibitor	JMJD2A Tudor	Tb PGK inh	GLS inhibitor	ALOX12 inh	HP1b chromo inh	ERG Ets-DNA blk	RGS4 inhibitor	Pin1 inh
Cc1c(C(=O)N2CCN(c3ccccn3)CC2)cccc1[N+](=O)[O-]	14%[57.1 µM]	-1%	20%	6%	-7%	13%	-3%	5%	-6%
COc1ccc(CCC(=O)N2CCN(c3ccc([N+](=O)[O-])cc3)CC2)cc1OC	1%	-24%	0%	-3%	-11%	44%[activator]	-3%	-4%[56.9 µM]	9%
